Screens: PubChem BioAssay, Johns Hopkins Ion Channel Center
TRPC4 PAM – TRPC4 (mouse) allosteric potentiation | HEK293 TRPC4beta/mu-opioid, DAMGO EC20, Fluo-4 Ca2+ flux; hits give high values | B-score at 10 µM | 310,000 tested, 0.42% active | AID 2227;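 active = B-score of calcium response area above 5 SD of library B-scores, with initial fluorescence ratio within 5 SD of library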;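 also: B-score of integrated fluorescence ratio over time as area under calcium response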
Target sequence (Q9QUQ5 whole entry, looked up): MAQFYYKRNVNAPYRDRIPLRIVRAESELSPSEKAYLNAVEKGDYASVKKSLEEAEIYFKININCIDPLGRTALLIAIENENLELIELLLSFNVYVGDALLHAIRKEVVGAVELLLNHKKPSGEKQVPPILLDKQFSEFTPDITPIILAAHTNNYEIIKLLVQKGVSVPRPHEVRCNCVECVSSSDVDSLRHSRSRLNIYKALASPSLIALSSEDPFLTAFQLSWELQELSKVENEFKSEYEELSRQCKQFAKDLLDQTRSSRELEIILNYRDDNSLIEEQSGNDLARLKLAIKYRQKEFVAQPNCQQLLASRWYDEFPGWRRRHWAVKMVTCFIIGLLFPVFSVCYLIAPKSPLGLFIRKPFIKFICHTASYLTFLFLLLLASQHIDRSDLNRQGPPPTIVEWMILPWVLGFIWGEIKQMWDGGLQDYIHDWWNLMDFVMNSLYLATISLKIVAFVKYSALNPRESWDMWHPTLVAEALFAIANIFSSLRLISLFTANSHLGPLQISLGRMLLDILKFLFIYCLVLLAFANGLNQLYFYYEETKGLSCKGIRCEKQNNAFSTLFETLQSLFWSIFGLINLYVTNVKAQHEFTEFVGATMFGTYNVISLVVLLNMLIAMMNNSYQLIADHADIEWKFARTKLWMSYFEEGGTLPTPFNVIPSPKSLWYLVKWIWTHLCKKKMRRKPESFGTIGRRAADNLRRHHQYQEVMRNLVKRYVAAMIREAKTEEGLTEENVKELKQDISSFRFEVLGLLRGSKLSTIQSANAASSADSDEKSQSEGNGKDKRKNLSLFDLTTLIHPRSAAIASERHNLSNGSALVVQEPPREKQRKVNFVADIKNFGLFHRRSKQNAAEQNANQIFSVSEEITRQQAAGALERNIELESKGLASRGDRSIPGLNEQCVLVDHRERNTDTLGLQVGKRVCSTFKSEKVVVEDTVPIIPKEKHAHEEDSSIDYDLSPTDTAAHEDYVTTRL
RGS4 inh – inhibitors of human RGS4 | P49798 | 310,000 tested, 0.45% active | HEK293 M3R/RGS4 inducible, Fluo-4 calcium flux; hits give high values; triggered by carbachol at its EC20 | B-score at 10 µM;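 active = B-score, a plate-corrected calcium signal, over three deviations above library mean, with baseline fluorescence within five deviations of library mean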;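 also: RGS4 expression induced by doxycycline in cells with stable M3 receptor; B-score is computed from the integrated fluorescence ratio over baseline after carbachol; higher B-score means a larger calcium signal and so more RGS4 inhibition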
TRPC4 block – blocks the mouse TRPC4 cation channel; 300,000 tested, 0.39% active; Q9QUQ5; AID 2247; HEK293 TRPC4beta/mu-opioid, DAMGO-evoked Fluo4 calcium flux; hits give low values; B-score at 10 µM;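 active = B-score over 3 SD under the library average, no early fluorescence shift, positive overall ratio signal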
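Material: HEK293 cells with stable TRPC4beta plus mu-opioid receptor expression / Probe or stimulus: DAMGO in two steps, submaximal then maximal / Compound: single concentration per test compound / Technique: kinetic Fluo4 fluorescence imaging of calcium influx / Read-out: per-well B score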
TRPC6 inh – blocks the mouse TRPC6 cation channel | Q61143 | HEK293-TRPC6, membrane potential dye, ACh-evoked depolarization; hits give low values | B-score at 10 µM | 310,000 tested, 1.1% active | AID 2553;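 active = B-score under library mean minus 3 SD, initial fluorescence not abnormally high, positive integrated signal ratio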;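 also: B-score derived from integrated fluorescence ratio over the kinetic read; more negative B-score means stronger inhibition of depolarization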
MrgX1 allo act – human MrgX1 positive allosteric modulation, primary screen; B-score at 10 µM; AID 588675; Q96LB2; 310,000 tested, 0.63% active; MrgX1-HEK293, Fluo-4 calcium flux, FDSS; hits give high values;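 active = plate-corrected calcium response at least 3 library SD above typical, normal starting fluorescence, not activating the receptor alone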;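 also: compound read alongside a low EC10 to EC30 dose of BAM8-22 agonist; peak minus trough fluorescence over baseline measured at the second addition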
MrgX1 antag – human MrgX1 receptor antagonism, primary screen | B-score at 10 µM | MRGX1-HEK293 calcium flux, Fluo-4, BAM8-22 antagonism; hits give low values | 310,000 tested, 1.3% active | Q96LB2;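 active = calcium-response B-score plate-corrected more than 3 library SD below zero, starting fluorescence within 5 deviations, no agonist response on first addition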;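 also: peak minus trough fluorescence over baseline after final BAM8-22 challenge near maximal dose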
TMEM16A act – mouse TMEM16A channel activation, primary screen; HEK293 TMEM16A/YFP-H148Q/I152L, iodide quench fluorescence; hits give low values; B-score at 10 µM; 340,000 tested, 0.3% active; AID 623877;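 active = fluorescence-ratio B-score plate-corrected deviation score at least 3 library SD below zero, with starting fluorescence score within 5 deviations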;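 also: channel opened by trigger with iodide after compound preincubation; score built on the fluorescence ratio of max minus min over baseline; more negative score means more quench and so TMEM16A activation or potentiation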
MrgX1 agonist – activates human MrgX1 receptor signaling; Q96LB2; MrgX1-HEK293 cells, Fluo-4 calcium fluorescence, agonist mode; hits give high values; B-score at 10 µM; 310,000 tested, 0.44% active; AID 588627;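 active = calcium response B-score plate-corrected fluorescence ratio at least 3 library SD, with starting fluorescence B-score inside 5 SD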
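Material: HEK293 cells stably expressing human MrgX1 receptor | Quantity: 15,000 cells per well | Times: Cells plated overnight, dye loaded 0.5 h 37 °C, 0.5 h room temperature | Measured by: Kinetic Fluo-4 NW fluorescence of intracellular calcium | Control set: Positive and negative controls per plate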
TRPC6 act – mouse TRPC6 channel activation; HEK293-TRPC6 membrane potential dye fluorescence; hits give high values; B-score at 10 µM; 310,000 tested, 0.13% active;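 active = B-score of the integrated fluorescence ratio above library mean plus 3 SD, and starting fluorescence ratio within library mean plus 5 SD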;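 also: higher score means more depolarization so channel activation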
TRPC4 act – activators of mouse TRPC4 channel. 310,000 tested, 0.49% active. Q9QUQ5. HEK293 TRPC4beta/mu-opioid, Fluo4 calcium fluorescence; hits give high values. B-score at 10 µM. AID 2237;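 active = B-score above 5 SD of library B-scores, and initial fluorescence ratio not above library mean plus 5 SD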;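 also: positive B-score marks a calcium rise read as TRPC4 activation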
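Assay system: HEK293 stable line with TRPC4beta plus mu-opioid receptor; schedule: 45 min room-temperature Fluo4 loading, 110 s read; technique: kinetic Fluo4 calcium fluorescence; evaluation: integrated baseline-normalised fluorescence ratio, converted to per-well B score; controls: buffer (low) and maximal DAMGO (high)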
ANO1 block – blocks the mouse calcium-activated chloride channel TMEM16A; Q8BHY3; HEK293 TMEM16A/YFP iodide influx fluorescence, ionomycin; normalized B-score (activity score, 25-100; higher = stronger inhibition) at 10 µM; 310,000 tested, 1.2% active;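 active = ratio plate-corrected score three or more library SD toward inhibition, starting fluorescence score within five deviations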;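 also: score derived from kinetic fluorescence span divided by baseline fluorescence per well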
* hit, by the source's call; i = inactive; nt = no result given.

Each structure is followed by: TRPC4 PAM	RGS4 inh	TRPC4 block	TRPC6 inh	MrgX1 allo act	MrgX1 antag	TMEM16A act	MrgX1 agonist	TRPC6 act	TRPC4 act	ANO1 block
> Cc1ccc(/C=C2\SC(=S)N(/N=C/c3cc([N+](=O)[O-])ccc3O)C2=O)o1
 : i	i	i	i	i	i	i	i	i	i	i
> N#Cc1c(NC(=O)CSc2nc(-c3ccco3)cc(C(F)(F)F)n2)sc2c1CCCC2
 : nt	nt	nt	nt	i	i	i	i	nt	nt	i
> Cc1oc2c(O)c(O)ccc2c(=O)c1-c1cnn(-c2ccccc2)c1
 : i	i	i	i	i	i	i	i	i	i	i
> c1cncc(-c2nc(NCCCN3CCOCC3)c3c4c(sc3n2)CCC4)c1
 : i	i	i	i	i	i	i	i	i	i	i
> COC(=O)c1cn(CC(=O)Nc2ccccc2C)c2ccccc12
 : i	i	i	i	i	i	i	i	i	i	i
> CNc1ccccc1C(C)(C)c1ccn[nH]1
 : i	i	i	i	i	i	i	i	i	i	i
> C=CCSc1nc(-c2ccccc2)c2cc(Cl)ccc2n1
 : i	i	i	i	i	i	i	i	i	i	i
> CC1CN(c2ccccc2)CCN1Cc1nc(Cc2ccccc2)no1 (configuration not stated)
 : i	i	i	i	i	i	i	i	i	i	i
> O=C(/C=C/c1ccncc1)c1ccc(NC(=O)c2ccccc2F)cc1
 : nt	nt	nt	nt	i	i	i	i	nt	nt	i
> CCN1CCN(Cc2c(C(=O)N/N=C(\C)c3ccc(Cl)cc3)nnn2-c2nonc2N)CC1
 : i	i	i	i	i	i	i	i	i	i	i
> COCCNC(=O)c1ccc(N2CC3CC(C2)c2cccc(=O)n2C3)c(NC(=O)c2ccc(Br)o2)c1 (configuration not stated)
 : i	i	i	i	i	i	i	i	i	i	i
> COc1cc(CN2CCC(n3nccc3NC(=O)c3ccccc3OC)CC2)ccc1F
 : i	i	i	i	i	i	i	i	i	i	i
> CN1CCN(C/C(=C2/N=C(c3ccccc3)OC2=O)N(C)C)CC1
 : 13*	i	i	i	i	i	i	i	i	i	i
> OCC1OC(n2cnc3c(NC4CCCCC4)ncnc32)C(O)C1O (configuration not stated)
 : i	i	i	i	i	i	i	i	i	i	i
> CN(C)CCCN(C(=O)c1ccc(S(=O)(=O)N2CCCCCC2)cc1)c1nc2c(F)cc(F)cc2s1
 : i	i	i	-5.2*	i	i	i	i	i	157*	i
> Cc1c(Cl)c(-c2n[nH]c(=S)n2Cc2ccco2)nn1C
 : i	i	i	i	i	i	i	i	i	i	i
> COc1ccc(N2CCN(C(=O)C3CCN(C(=O)c4ccccc4Cl)CC3)CC2)cc1
 : i	i	i	i	i	i	i	i	i	i	i
> Cc1nc(N)nc(Nc2ccc(C#N)cc2)c1Br
 : i	i	i	i	i	i	i	i	i	i	i
> CCOc1ccccc1NC(=O)C(OC(=O)C1CC1)c1ccccc1 (configuration not stated)
 : i	i	i	i	i	i	i	i	i	i	i
> COc1cc(/C=N/NC(=O)Cc2csc(C)n2)ccc1OCC(C)C
 : i	i	i	i	i	i	i	i	i	i	i
> CC(C)CNC(=O)CN(c1ccccc1)S(=O)(=O)c1ccccc1[N+](=O)[O-]
 : i	i	i	i	i	i	i	i	i	i	i
> CC1CN(CCOCCOc2ccccc2-c2ccccc2)CC(C)O1 (configuration not stated)
 : i	i	i	i	i	i	i	i	i	63*	i
> Cn1cc(CN2CCCC(CNS(=O)(=O)c3cccc4cccnc34)C2)cn1 (configuration not stated)
 : i	i	i	i	i	i	i	i	i	i	i
> CC1(C)OC(=CC=Nc2ccc(Cl)cc2)OC1(C)C
 : i	i	i	i	i	i	i	i	i	i	i
> O=C(O)CN1C(=O)CC(Cc2ccc(Cl)cc2)C1=O (configuration not stated)
 : i	i	i	i	i	i	i	i	i	i	i
> O=C1c2cccc(OCC(=O)N3N=C(c4cccs4)CC3c3ccc(F)cc3)c2CCN1Cc1cccnc1 (configuration not stated)
 : i	i	i	i	i	i	i	i	i	i	i
> OC(COc1ccccc1)CSc1ncn[nH]1 (configuration not stated)
 : i	i	i	i	i	i	i	i	i	i	i
> CCc1nn(CC(=O)NCc2ccccc2Cl)c(=O)c2cccn12
 : i	i	i	i	i	i	i	i	i	i	i
> CCn1c(SCC(=O)Nc2cc(C)ccc2C)nnc1-c1cnccn1
 : i	i	i	i	i	i	i	i	i	i	i
> COc1ccc(CC(=O)NNC(=O)c2ccc(SCc3cc(F)ccc3F)c([N+](=O)[O-])c2)cc1
 : i	i	i	i	i	i	i	i	i	i	i
> COC(=O)N/N=C/c1ccccc1OCc1ccccc1
 : i	i	i	i	i	i	i	i	i	i	i
> COc1ccc(CC(=O)n2[nH]c(=O)cc(C)c2=O)cc1OC
 : i	i	i	i	i	i	i	i	i	i	i
> C/C=C/C(=O)N1CC2(CC(c3cccc(NC(=O)CCCCC)c3)=NO2)C[C@H]1C(N)=O (some centres not stated)
 : i	i	nt	i	nt	nt	nt	nt	i	i	nt
> CN(c1ccc(C(=O)Nc2ccc(CC#N)cc2)cc1)S(C)(=O)=O
 : i	i	nt	i	i	i	i	i	i	i	i
> O=C(CSc1n[nH]c(-c2cccnc2)n1)Nc1ccccc1
 : i	i	i	i	i	i	i	i	i	i	i
> O=C(NC(=S)NNC(=O)c1cnccn1)c1ccc(F)cc1
 : i	i	i	i	i	i	i	i	i	i	i
> Cc1ccc(N2C(=S)SC3CS(=O)(=O)CC32)cc1 (configuration not stated)
 : i	i	i	i	i	-5.5*	i	i	i	i	i
> CCCN(C(=O)CSc1nc2ccccc2n1CC)C1CCS(=O)(=O)C1 (configuration not stated)
 : i	i	i	i	i	i	i	i	i	i	i
> CC(/C=C/c1ccccc1)=N\Nc1nc2c(c(=O)[nH]c(=O)n2C)n1CCO
 : i	i	i	i	i	i	nt	i	i	i	i
> Cc1cc(NS(=O)(=O)c2ccc(NC(=O)c3ccc([N+](=O)[O-])c(Cl)c3)cc2)no1
 : i	i	i	i	i	i	i	i	i	i	i
> O=C(CCCC(=O)NC1CCCCC1)Nc1ccc([N+](=O)[O-])cc1
 : i	i	i	i	i	i	i	i	i	i	i
> COc1cc(Cn2nnc3ccccc32)cc(Br)c1O
 : i	i	i	i	i	i	i	i	i	i	i
> c1c2c(cc3sc(N4CCCCC4)nc13)OCCO2
 : i	i	i	i	i	i	i	i	i	i	i
> Cc1onc(-c2c(F)cccc2Cl)c1C(=O)N1C=CC(C(F)(F)Cl)=NCC1
 : i	i	i	i	i	i	i	i	i	i	i
> Cc1cc(C)n2c(SCC(C)C)nnc2n1
 : i	i	i	i	i	i	i	i	i	i	i
> Cc1ccc(S(=O)(=O)NC2CC2)cc1[N+](=O)[O-]
 : i	i	i	i	i	i	i	i	i	i	i
> Cc1cc(/C=N/NC(=O)CC2(C)OCCO2)c(C)n1-c1ccc(Cl)c(Cl)c1
 : i	i	i	i	i	i	i	i	i	i	i
> CC(C)(C)c1ccc(C(=O)/C=C2\NC(=O)CS2)cc1
 : i	i	i	i	i	i	i	i	i	i	i
> Cc1ccc(CNC(=O)CN(Cc2ccccc2)S(C)(=O)=O)cc1
 : i	i	i	i	i	i	i	i	i	i	i
> O=C(COc1coc(CN2CCc3ccccc3C2)cc1=O)Nc1cccc(F)c1
 : i	i	i	i	i	i	i	i	i	i	i
> COc1ccc(CC(=O)N2CCC(Nc3nc4ccccc4n3Cc3ccc(F)cc3)CC2)cc1
 : i	i	i	i	i	i	i	i	i	i	i
> O=C(Cn1ncc2c3ccccc3n(Cc3ccccc3)c2c1=O)NCc1ccco1
 : i	i	i	i	i	i	i	i	i	i	i
> O=C(Nc1ccc(NC(=O)C23CC4CC(CC(C4)C2)C3)cc1)c1cc(F)c(F)cc1Cl
 : i	i	i	i	i	i	i	i	i	i	i
> COc1ccc(OC)c(C2NC(=O)NC(C)=C2C(=O)OCc2ccccc2)c1 (configuration not stated)
 : i	i	i	i	i	i	i	i	i	i	i
> CCCCOC(=O)C1=C(C)NC(=O)NC1c1ccc(N(C)C)cc1 (configuration not stated)
 : i	i	i	i	i	i	i	i	i	i	i
> C/C(=N\Nc1nc2ccccc2s1)c1ccc2c(c1)OCO2
 : i	i	i	i	i	i	i	i	i	i	i
> COc1ccc(-n2nc3c(N4CCC(C(=O)NCCc5ccco5)CC4)nnc(C)c3c2C)cc1
 : i	i	i	i	i	i	i	i	i	i	i
> O=C(CSc1ncnc2c1oc1ccccc12)Nc1cccc(C(F)(F)F)c1
 : i	i	i	i	i	i	i	i	i	i	i
> Cc1ccc2cccc(SCC(=O)Nc3ccc(F)cc3)c2n1
 : i	i	i	i	i	i	i	i	i	i	i
> COC(=O)c1c(NC(=O)C(C)C)sc(C(=O)N2CCOCC2)c1C
 : i	i	i	i	i	i	i	i	i	i	i

Going on with the list.
Each structure is followed by: TRPC4 PAM	RGS4 inh	TRPC4 block	TRPC6 inh	MrgX1 allo act	MrgX1 antag	TMEM16A act	MrgX1 agonist	TRPC6 act	TRPC4 act	ANO1 block
> CCCCCCOc1ccc(C(CC(=O)NC)C(=O)O)cc1 (configuration not stated)
 : i	i	i	i	i	i	i	i	i	i	i
> CCN(CC)CCNC(=O)c1cc(S(=O)(=O)N2CCc3ccccc32)cn1C
 : i	i	i	i	i	i	i	i	i	i	i
> Cc1cc(-c2nnnn2-c2ccc(C(F)(F)F)cc2)no1
 : i	i	i	i	7*	i	i	i	i	i	i
> Cc1ccc(NC(=O)c2cc(NC(=O)c3ccco3)ccc2N2CCCCC2)cc1
 : i	i	i	i	i	i	i	i	i	i	i
> CC(CN1CCCC1)C(=O)NN (configuration not stated)
 : i	i	i	i	i	i	i	i	i	i	i
> CCN(CC)CCNC(=O)c1ccccc1N
 : i	i	i	i	i	i	i	i	i	i	i
> CCCc1ccc(C(=O)/C=C/N(C)C)cc1
 : i	i	i	i	i	i	i	i	i	i	i
> CCOC(=O)NC(NCc1cccc(C(F)(F)F)c1)(C(F)(F)F)C(F)(F)F
 : i	i	i	i	i	i	i	i	i	i	i
> CCC(C(=O)N1CCOCC1)n1c2ccccc2c2nc(=O)cc(C)n21 (configuration not stated)
 : i	i	i	i	i	i	i	i	i	i	i
